# Screening data deposited in PubChem BioAssay by several laboratories.
# Runt-CBFb FRET – inhibitors of human RUNX1 Runt domain binding to CBFb; AID 1496; inhibition, % at 20 µM; 0.46% of 220,000 active; Q01196+Q13951; Cerulean-Runt/Venus-CBFb FRET ratio 530/480, 1 h;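 active means inhibition over about 50% at 20 µM in the single-dose screen, limit read from the data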;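 further: 0% = DMSO wells and 100% = excess unlabeled CBFb competitor control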
# Target sequence (Q01196 whole entry, looked up, the tested form may be a part): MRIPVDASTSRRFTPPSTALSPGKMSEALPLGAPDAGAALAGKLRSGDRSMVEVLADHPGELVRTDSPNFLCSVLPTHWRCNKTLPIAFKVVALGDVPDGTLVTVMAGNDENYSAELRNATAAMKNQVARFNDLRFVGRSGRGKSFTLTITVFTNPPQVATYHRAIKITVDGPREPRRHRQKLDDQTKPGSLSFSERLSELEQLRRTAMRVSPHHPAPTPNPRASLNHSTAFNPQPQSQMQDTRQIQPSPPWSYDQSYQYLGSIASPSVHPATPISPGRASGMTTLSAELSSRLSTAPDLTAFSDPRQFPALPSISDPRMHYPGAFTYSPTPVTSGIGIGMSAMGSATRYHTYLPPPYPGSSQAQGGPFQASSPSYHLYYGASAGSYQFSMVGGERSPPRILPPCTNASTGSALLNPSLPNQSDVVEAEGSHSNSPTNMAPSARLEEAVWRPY
# Target sequence (Q13951 whole entry, looked up, the tested form may be a part): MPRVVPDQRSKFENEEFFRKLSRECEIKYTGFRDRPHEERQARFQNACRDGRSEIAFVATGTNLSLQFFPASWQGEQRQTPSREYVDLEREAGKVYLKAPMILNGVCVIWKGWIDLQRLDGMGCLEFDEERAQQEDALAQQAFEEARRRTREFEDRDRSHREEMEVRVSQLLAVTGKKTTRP
#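 Reagent – Venus-CBFb binding partner, 100 nM · Assay system – Cerulean-tagged RUNX1 Runt domain (FRET donor) fusion protein · Input – 100 nM per protein · Incubation – two 1 h room-temperature incubations shielded from light · Measured by – FRET fluorescence · Medium – Tris buffer pH 7.5 with salts and BSA · Benchmarks – unlabeled CBFb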
# RBBP9 inhibitor – blocks human serine hydrolase RBBP9; O75884; recombinant RBBP9, FP-Rh probe fluorescence polarization; inhibition, % at 7.94 µM; 0.2% of 220,000 active; AID 1515;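 active means inhibition above the campaign mean of all tested compounds plus 3 SD, cut at about 14% in these data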;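 further: plate controls were DMSO wells with RBBP9 for no effect and wells lacking RBBP9 protein for full effect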
# Target sequence (O75884 whole entry, looked up): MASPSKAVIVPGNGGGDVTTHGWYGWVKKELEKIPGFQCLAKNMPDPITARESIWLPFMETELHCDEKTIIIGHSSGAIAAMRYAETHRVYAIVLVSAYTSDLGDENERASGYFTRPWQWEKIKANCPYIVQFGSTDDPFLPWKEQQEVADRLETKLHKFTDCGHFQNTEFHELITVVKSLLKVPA
#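 Test system – recombinant human RBBP9 · Input – RBBP9 2.5 µM in dispensing solution, pre-mixing · Medium – Tris buffer pH 8.0, NaCl, Pluronic · Schedule – preincubation 30 min plus labeling 45 min at 25 °C · Measured by – fluorescence polarization · Measure – % inhibition · Controls – DMSO and no-protein wells · Replicates – one well per compound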
# m-calpain inh – inhibitors of pig calpain II; purified calpain II, fluorogenic peptide substrate, 30 min; inhibition, % at 16 µM; 0.37% of 220,000 active; AID 1236;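 active means inhibition above about 50%, limit read from the data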
# Furin inhibitor – inhibitors of human furin; P09958; purified furin, fluorogenic substrate cleavage; inhibition, % at 30 µM; 0.061% of 220,000 active; AID 463115; in the data active means inhibition above about 25%; further: inactives centre near -15
# p97 inhibitor – blocks human p97 ATPase activity; 0.42% of 220,000 active; P55072; inhibition, % at 8 µM; AID 1481; recombinant p97 ATPase, Kinase-Glo ATP luminescence, 3 h; in the data active means inhibition above about 15%;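 further: 0% = DMSO vehicle and 100% = wells lacking enzyme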
# EBV gp42 inh – EBV gp42 inhibition | Q1HVG2 | Fluorescence polarization binding assay, mP read-out | inhibition, % (tested at 21.74 µM) | 0.42% of 220,000 active | AID 1085; in the data active means inhibition above about 50%
# Target sequence (Q1HVG2 whole entry, looked up): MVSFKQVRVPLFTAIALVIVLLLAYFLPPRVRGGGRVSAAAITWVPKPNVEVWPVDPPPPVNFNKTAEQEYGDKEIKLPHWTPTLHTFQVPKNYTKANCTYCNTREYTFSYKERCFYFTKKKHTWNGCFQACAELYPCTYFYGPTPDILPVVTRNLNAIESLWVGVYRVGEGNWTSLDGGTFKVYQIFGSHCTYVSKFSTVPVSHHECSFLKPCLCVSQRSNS
# p47phox inh – p47phox (human) inhibition. 0.53% of 220,000 active. P14598. p47phox/p22phox peptide binding, fluorescence polarization, 2 h. inhibition, % at 24.7 µM;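 active means inhibition above about 30%, limit read from the data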;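 further: 0% = p47phox with labelled peptide and 100% = labelled peptide alone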
# Runt-SMMHC FRET – inhibitors of human RUNX1 Runt domain binding to CBFb-SMMHC. inhibition, % at 20 µM. Cerulean-Runt/Venus-CBFb-SMMHC FRET ratio 530/480, 1 h. Q01196+Q13951. 0.74% of 220,000 active. AID 1434;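 active means mean inhibition across duplicate retests at 20 µM reaching about 50%, limit read from the data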;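 further: 0% = DMSO wells and 100% = wells with excess untagged CBFb-SMMHC; inhibitors lower the FRET ratio by blocking Runt binding to CBFb-SMMHC; some results filed as inactive read as strong as hits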
# Tb hexokinase – blocks Trypanosoma brucei hexokinase 1 activity; recombinant TbHK1, G6PDH-coupled NADH A340; inhibition, % at 10 µM; 0.11% of 220,000 active; AID 1430;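 active means inhibition of 50% or more in the single-dose primary screen; inactive means inhibition below 50%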
# Starred values were filed as active, the others as inactive; · = not tested or not shown; [ ] = another dose, or the depositor's remark.
entry | SMILES | Runt-CBFb FRET | RBBP9 inhibitor | m-calpain inh | Furin inhibitor | p97 inhibitor | EBV gp42 inh | p47phox inh | Runt-SMMHC FRET | Tb hexokinase
1 | COC(=O)N1CC(C)N(C(=O)OC)CC1C (stereo not drawn) | 1 | -4 | 29 | -17 | 4 | 16 | 6 | -2 | -2
2 | COC(=O)c1cnn(-c2nc3c(C)cccc3s2)c1C | 0 | 2 | -42 | -5[20 µM] | -4 | -10 | -19 | -3 | -13
3 | CCCN1C(=O)C(O)(c2c(C)[nH]c3ccccc23)c2ccccc21 (stereo not drawn) | 1 | 1 | -21 | -11 | 5 | -5 | -6 | -5 | -9
4 | O=C(NCC1COc2ccccc2O1)C1CCCN(S(=O)(=O)c2cccc3nsnc23)C1 (stereo not drawn) | -4 | -7 | 15 | -18 | -6 | -31 | 0 | 0 | -9
5 | Cc1cc(=O)oc2cc(OCc3ccc(C(=O)OCC(=O)NC4CCS(=O)(=O)C4)cc3)ccc12 (stereo not drawn) | -4 | 2 | -4 | 3 | 12 | -3 | -61 | -7 | -15
6 | CC(C)(c1ccccc1)c1ccc(OCC(O)CNC2CCN(Cc3ccccc3)CC2)cc1 (stereo not drawn) | 1 | -1 | -27 | -6 | 2 | -7 | 15 | 0 | 7
7 | Cc1ccc(N(C(=O)Cn2nnc3ccccc32)C(C(=O)NC2CCCCC2)c2cn(C)nc2C)cc1 (stereo not drawn) | -1 | -3 | -39 | -23 | 0 | 1 | -13 | 2 | -4
8 | O=C(Cc1cccs1)N(Cc1cccs1)C1(C(=O)NC2CCCCC2)CCCCC1 | 0 | -7 | 6 | -21[20 µM] | -3 | -12 | -9 | -1 | 11
9 | Cn1cnc([N+](=O)[O-])c1Oc1ccc2ccccc2c1 | 0 | -17 | 14 | -12 | -3 | -19 | 1 | 0 | 23
10 | CCn1c(SCC(=O)Nc2nnc(C)s2)nnc1-c1ccco1 | 1 | -5 | -19 | -8 | -2 | -10 | -4 | 1 | 2
11 | N#Cc1c(Sc2ncc(C(F)(F)F)cc2Cl)nsc1C/C=N\OCc1c(F)cccc1Cl | 7 | -11 | -68 | -15[20 µM] | -7 | -17 | -59 | 27 | 8
12 | C=CCc1cccc(C=Nc2ccc(Br)cc2)c1O | 1 | -1 | -3 | -17 | 2 | -9 | -3 | -7 | -2
13 | COc1ccc(NC(=O)c2ccco2)cc1NC(=O)c1cc2ccccc2o1 | -4 | -4 | -139 | -14 | -3 | -6 | -15 | 3 | 3
14 | CC(C)(C)c1ccc(/C=C/C(=O)N2CCN(c3ncccn3)CC2)cc1 | -8 | -1 | 11 | -11 | 4 | -1 | -2 | -4 | -6
15 | CC(C)(C)OC(=O)CC[C@@H](C(=O)N1CCN(C(=O)OC(C)(C)C)CC1)n1cc(C(Cc2ccc(O)cc2)NC(=O)OC(C)(C)C)nn1 (stereo partly drawn) | -7 | -7 | 10 | -34 | 5 | -6 | 5 | -2 | -19
16 | COC(=O)Cc1c(C)c2ccc(OCC(=O)NCc3ccc4c(c3)OCO4)cc2oc1=O | -2 | -5 | -16 | -27[20 µM] | -1 | -10 | -4 | -5 | -8
17 | Cc1c(C(=O)O)cccc1-n1c(C)cc(/C=N/NC(=O)c2cc3ccccc3o2)c1C | 16 | -12 | -33 | 0 | 0 | -17 | -14 | 20 | 10
18 | COc1ccc(C(=O)Nc2sc(C)c(-c3ccccc3)c2C#N)cc1OC | 2 | -11 | -37 | -7[20 µM] | 3 | -15 | -28 | 6 | -22
19 | COc1ccc(N(CC(=O)Nc2ccccc2F)S(=O)(=O)c2ccc(C)c([N+](=O)[O-])c2)cc1 | -1 | 4 | 28 | -5 | 3 | 9 | 6 | 10 | 1
20 | O=C(NCc1cccs1)C1CCC(CNS(=O)(=O)c2cccc3nsnc23)CC1 (stereo not drawn) | 3 | -16 | 19 | -5 | -9 | -9 | -21 | -4 | -10
21 | CC(C)N=C(NC#N)SCc1ccccc1 | · | -1 | -2 | -23[20 µM] | 1 | -4 | -11 | -8 | 2
22 | COc1ccc(NC(=O)c2cccc(Cn3cc(Br)c([N+](=O)[O-])n3)c2)c(C)c1 | 2 | -4 | -109 | -24 | -2 | -2 | -11 | -4 | -3
23 | Nc1nnc(SCC(=O)NC23CC4CC(CC(C4)C2)C3)s1 | 4 | -4 | 12 | -19[20 µM] | 4 | 0 | -8 | -3 | -3
24 | CCc1nc(SCc2nc3ccccc3[nH]2)c2oc3ccccc3c2n1 | 3 | 7 | 11 | -18[20 µM] | 4 | 6 | -5 | 1 | -15
25 | Cc1cccc(-n2ncc3c(Nc4c(C)n(C)n(-c5ccccc5)c4=O)ncnc32)c1 | 2 | -6 | -3 | -13 | 5 | -19 | -2 | -7 | 5
26 | On1c(-c2ccco2)nc2c1CCc1nonc1-2 | 6 | -3 | -7 | -6 | -1 | -13 | 3 | -1 | -28
27 | CC1CCN(C(=O)CSCC(=O)Nc2nc(-c3cccs3)cs2)CC1 | -5 | -4 | 11 | -22 | 6 | -11 | -12 | 3 | 3
28 | CCC(=O)N1CC2(c3ccccc3)CN(C(=O)CC)CC(c3ccccc3)(C1)C2=O | 0 | -6 | 9 | -13 | -4 | -7 | -2 | -2 | 7
29 | CC(C)=NNc1nc(-c2ccc(N3C(=O)CCC3=O)cc2)cs1 | 39 | -7 | -26 | -13 | 5 | -15 | -9 | 0 | -21
30 | CCN(CC)S(=O)(=O)N1CCC(C(=O)NCc2ccco2)CC1 | 0 | -5 | 10 | -16 | 2 | 6 | -1 | -3 | -12
31 | Cc1ccc(C2N(c3ccc(F)cc3)C(=O)C3CCCN32)cc1 (stereo not drawn) | 1 | 1 | -9 | -1 | 2 | -19 | -10 | -1 | -2
32 | COc1ccc(N2CCN(Cc3nc(Cc4cccc(F)c4)no3)C(C)C2)cc1 (stereo not drawn) | 1 | -2 | 0 | -25 | 2 | -11 | -4 | 2 | -7
33 | CSc1nc2ccccc2n1Cc1c(Cl)cccc1Cl | -6 | -4 | 13 | -14[20 µM] | -3 | -36 | -9 | 1 | -2
34 | COC(=O)c1sccc1NC(=O)/C=C/c1ccc(Cl)cc1Cl | -1 | 1 | -13 | -23 | 5 | -15 | -8 | 1 | 3
35 | CCN(CC)S(=O)(=O)c1ccc(NS(=O)(=O)c2cccc(C)c2)cc1 | -4 | -8 | 5 | -15 | 0 | -13 | -9 | -1 | 5
36 | CCOc1c(S(=O)(=O)NC2CC(C)(C)NC(C)(C)C2)ccc(Cl)c1Cl | -1 | -5 | 18 | -24 | -2 | -4 | 5 | 0 | 4
37 | CCS(=O)(=O)CCSC(=N)N | -1 | 0 | 15 | -10[20 µM] | 4 | -6 | 3 | -2 | -1
38 | CCOC(=O)c1cccc(NC(=O)C2CCCN(S(=O)(=O)c3c(C)n[nH]c3C)C2)c1 (stereo not drawn) | -2 | -7 | 25 | -26 | 4 | 11 | -8 | 0 | 1
39 | C#CCNc1cc(C)nc2ncnn12 | -1 | 4 | 12 | -26 | 5 | -20 | -11 | 5 | 0
40 | CCOc1ccccc1CN1CCN(C2CCN(c3ccccc3F)CC2)CC1CCO (stereo not drawn) | 1 | -8 | -16 | -16 | 0 | -8 | -3 | 0 | -7
41 | c1cc(CNc2ccc3c(c2)OCCO3)ccn1 | 4 | -4 | -44 | -11[20 µM] | -1 | -16 | -6 | -2 | -3
42 | O=C(CNS(=O)(=O)c1ccc(Br)s1)N1CCN(c2ncccn2)CC1 | 1 | -7 | -69 | -3[20 µM] | -4 | -7 | -2 | -2 | -5
43 | CCOc1ccc(N=C(NN)c2ccc3ccccc3n2)cc1 | 21 | -9 | -12 | -5 | -1 | 0 | -4 | 20 | -2
44 | CCn1cc(C2C3=C(CC(C)(C)CC3=O)N(c3ccccc3)C3=C2C(=O)CC(C)(C)C3)c(C)n1 | 23 | 7 | -44 | -28 | 3 | -12 | 2 | 82* | -10
45 | COc1cc(NC(=O)COC(=O)C=C(C)C)c(C)cc1[N+](=O)[O-] | 0 | -2 | -4 | -23 | 2 | -14 | -11 | -1 | -5
46 | NC(=S)Nc1ccc(Oc2ccc(NC(N)=S)cc2)cc1 | 1 | 1 | -30 | -3[20 µM] | 5 | -19 | -10 | -6 | 0
47 | N#Cc1ccsc1NC(=O)CCc1ccccc1 | 1 | -5 | -19 | -30 | 0 | -4 | -7 | 5 | 1
48 | CC(Sc1nc(N(C)C)nc(N2CCOCC2)n1)C(=O)Nc1ccccc1 (stereo not drawn) | -2 | 1 | 3 | -14[20 µM] | -6 | -13 | -6 | 4 | 3
49 | CCOC(=O)c1c(NC(=O)CN2CCC(C)CC2)sc(C)c1C | -2 | -1 | -3 | -32 | 4 | -11 | -11 | -4 | 4
50 | CCC(=O)Nc1ccc(Oc2ccc3c(c2)C(=O)N(c2ccc(O)cc2)C3=O)cc1 | 3 | -5 | -38 | -12[20 µM] | -2 | -4 | -14 | -2 | -13
51 | Cc1ccc(CNC(=O)CCC(=O)Nc2nnc(C3CCCCC3)s2)cc1 | 2 | 3 | -9 | -1 | 1 | -9 | -3 | -9 | -15
52 | CCCCCCNC(=O)Cc1nc2nc(C)cc(C)n2n1 | -2 | 4 | 31 | -19 | 2 | -4 | 5 | -7 | 6
53 | O=c1[nH]c(CSc2nnnn2-c2ccccc2)nc2ccccc12 | 1 | 0 | 9 | -8 | -1 | -9 | -7 | 2 | -1
54 | CCN(CC)C(=O)CC(c1ccc(N(C)C)cc1)c1c(OC)cc(OC)c2ccc(=O)oc12 (stereo not drawn) | 6 | · | -14 | -31 | · | -18 | -12 | 4 | -38
55 | COCCN1Cc2cccc(C(=O)Nc3cccc(OC)c3)c2C1=O | -4 | 2 | 11 | -15 | 1 | -16 | 3 | 0 | 3
56 | C/C(=N\N1CCN(C2c3ccccc3-c3ccccc32)CC1)c1ccco1 | 2 | -6 | -7 | -27 | -3 | 0 | 2 | 6 | -9
57 | O=C(COC(=O)CCNS(=O)(=O)c1cccc(C(F)(F)F)c1)NC(=O)NC1CCCCC1 | -4 | -3 | -1 | -9[20 µM] | 0 | -31 | -1 | 0 | -1

# Exported with values ahead of the structure: entries from further up
nr	Runt-CBFb FRET	RBBP9 inhibitor	m-calpain inh	Furin inhibitor	p97 inhibitor	EBV gp42 inh	p47phox inh	Runt-SMMHC FRET	Tb hexokinase	SMILES
50	3	-5	-38	-12[20 µM]	-2	-4	-14	-2	-13	CCC(=O)Nc1ccc(Oc2ccc3c(c2)C(=O)N(c2ccc(O)cc2)C3=O)cc1
51	2	3	-9	-1	1	-9	-3	-9	-15	Cc1ccc(CNC(=O)CCC(=O)Nc2nnc(C3CCCCC3)s2)cc1
52	-2	4	31	-19	2	-4	5	-7	6	CCCCCCNC(=O)Cc1nc2nc(C)cc(C)n2n1
53	1	0	9	-8	-1	-9	-7	2	-1	O=c1[nH]c(CSc2nnnn2-c2ccccc2)nc2ccccc12
54	6	·	-14	-31	·	-18	-12	4	-38	CCN(CC)C(=O)CC(c1ccc(N(C)C)cc1)c1c(OC)cc(OC)c2ccc(=O)oc12 (stereo not drawn)
55	-4	2	11	-15	1	-16	3	0	3	COCCN1Cc2cccc(C(=O)Nc3cccc(OC)c3)c2C1=O
56	2	-6	-7	-27	-3	0	2	6	-9	C/C(=N\N1CCN(C2c3ccccc3-c3ccccc32)CC1)c1ccco1
